Screening data (PubChem)
KB-V1 MDR tox = qHTS assay for MDR1-selective chemotherapeutics: Primary screen using the drug-selected MDR subline cells KB-V1; KB-V1 MDR cells viability, CellTiter-Glo, 72 h; AID 1347076, 2019; Potency, µM (highest dose often 46.1 µM), inactives show top-dose activity change, negative = cytotoxicity, hits mostly cytotoxic; actives 3.4% (n = 400,000); further: potency means the concentration at half of the fitted maximal effect; on the % scale 0 is the no-effect control and ±100 the full control effect; nearly all actives have a fitted effect of over 60% in size
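Potencies derive from concentration-effect curves fitted to normalized luminescence (CellTiter-Glo) of KB-V1 cells treated for 72 h at 37 degrees C in phenol-red-free DMEM containing 10% FBS.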
IL-1B inflam inh = qHTS for Inhibitors of Inflammasome Signaling: IL-1-beta AlphaLISA Primary Screen | THP-1 LPS/ATP IL-1B secretion, AlphaLISA, 16 h; active compounds read low | activity change, % at 57.5 µM | actives 4.7% (n = 360,000); in the data active means activity change below about -50%; inconclusive means mostly about -30% to -49%; further: on the % scale 0 is the no-effect control and ±100 the full control effect
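THP-1 cells pretreated 1 hr with compounds (up to 57.5 uM final), then stimulated with LPS (250 ng/mL final) plus ATP (1.25 mM final); secreted IL-1B measured by AlphaLISA after 16 hr, decreased signal indicating inhibition.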
GLP-1R agonist = qHTS of GLP-1 Receptor Agonists; HEK293 GLP-1R CRE-luciferase, luminescence, 4-6 h; cells express a hypersensitive GLP-1R form; Potency, µM (highest dose often 45.6 µM), without a hit: at the top dose activation, actives largely listed as activators; actives 0.007% (n = 380,000); further: potency means the concentration at half of the fitted maximal effect; % of control where 0% means no effect
Target sequence (P43220 whole entry, looked up): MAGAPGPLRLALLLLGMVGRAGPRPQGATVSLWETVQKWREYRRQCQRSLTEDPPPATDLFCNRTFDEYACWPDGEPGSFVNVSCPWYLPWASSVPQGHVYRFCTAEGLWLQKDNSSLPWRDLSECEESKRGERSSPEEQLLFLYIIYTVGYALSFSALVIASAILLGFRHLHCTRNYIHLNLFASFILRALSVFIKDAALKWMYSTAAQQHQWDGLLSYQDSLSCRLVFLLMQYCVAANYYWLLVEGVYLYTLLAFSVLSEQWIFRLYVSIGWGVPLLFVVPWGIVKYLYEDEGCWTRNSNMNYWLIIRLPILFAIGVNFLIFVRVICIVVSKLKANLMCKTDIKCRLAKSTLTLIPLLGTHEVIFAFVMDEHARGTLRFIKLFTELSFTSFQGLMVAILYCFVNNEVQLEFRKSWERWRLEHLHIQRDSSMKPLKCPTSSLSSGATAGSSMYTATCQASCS
D3 antag = qHTS of D3 Dopamine Receptor Antagonist: qHTS; actives 2.5% (n = 360,000); max response, negative = inhibition, %; AID 652054, 2013; D3R cells, DiscoveRx beta-arrestin luminescence, antagonist mode; active compounds read low; D(3) dopamine receptor (Homo sapiens), P35462; in the data active means max response below about -50%; inconclusive means no clear call, values can overlap the other calls; further: on the % scale 0 is the no-effect control and ±100 the full control effect; mostly tested at two doses, the higher about 12 µM
Target sequence (P35462 whole entry, looked up): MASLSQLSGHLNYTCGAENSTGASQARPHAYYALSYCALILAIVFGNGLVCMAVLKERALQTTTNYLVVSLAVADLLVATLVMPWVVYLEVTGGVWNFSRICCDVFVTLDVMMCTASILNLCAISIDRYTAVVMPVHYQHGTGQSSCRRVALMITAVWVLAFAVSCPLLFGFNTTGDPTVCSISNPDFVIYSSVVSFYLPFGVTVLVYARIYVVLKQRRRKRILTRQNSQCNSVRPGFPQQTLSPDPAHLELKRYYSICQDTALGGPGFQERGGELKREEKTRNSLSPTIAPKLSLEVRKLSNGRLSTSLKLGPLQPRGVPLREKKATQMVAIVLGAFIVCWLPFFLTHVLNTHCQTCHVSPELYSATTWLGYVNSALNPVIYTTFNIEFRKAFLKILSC
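Cells expressing the human receptor were seeded at 1500 cells/well, incubated overnight at 37 degrees C in 5% CO2, then exposed to library compounds with dopamine controls for 90 minutes at 37 degrees C before luminescent detection.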
HT1080 IDH1KD tx = qHTS for induction of synthetic lethality in tumor cells producing 2HG: qHTS for the HT-1080-IDH1KD cell line; actives 2% (n = 360,000); HT-1080 IDH1 knockdown viability, ATP luminescence, 48 h; Potency, µM (top dose mostly 46.1 µM), for inactives: at the highest dose activity, negative = toxicity, hits mostly cytotoxic;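 further: potency means the concentration at half of the fitted maximal effect; 0% = DMSO wells and -100% = cell-free medium wells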
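After a 2 h attachment period, IDH1KD HT-1080 cells took pin-transferred compound for 48 h at 37 °C; ATP-based luminescence after 10 min room-temperature reagent incubation reported viability.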
DRD3 agonist = qHTS of D3 Dopamine Receptor Agonist: qHTS; D(3) dopamine receptor (Homo sapiens), P35462; D3R DiscoveRx beta-arrestin cells, luminescence, 90 min; max activation, %; actives 0.58% (n = 410,000); in the data active means max activation above about 30%; further: 0% is about no effect; mostly tested at two doses, the higher about 12 µM
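Agonist-mode cell screen: cells plated at 1500/well and incubated overnight at 37 °C, then exposed to library compounds for 90 min at 37 °C. Detection reagent was added for 30–60 min at room temperature, and luminescence was read.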
KB-3-1 cytotox = qHTS assay for MDR1-selective chemotherapeutics: Primary screen using the parental adenocarcinoma cell KB-3-1. AID 1347075, 2019. actives 1.4% (n = 400,000). Potency, µM (highest dose often 46.1 µM), for the others: at the highest dose activity change, negative = cytotoxic, actives largely listed as cytotoxic. KB-3-1 viability, CellTiter-Glo ATP luminescence, 72 h; further: potency means the concentration at half of the fitted maximal effect; on the % scale 0 is the no-effect control and ±100 the full control effect; nearly all actives have a fitted effect of over 60% in size
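Parental KB-3-1 viability, qHTS format: 72 h compound exposure, 37 °C; CellTiter-Glo; media-only wells and DMSO plates as controls; concentration-effect fits on corrected data.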
HT1080-NT tox = qHTS for induction of synthetic lethality in tumor cells producing 2HG: qHTS for the HT-1080-NT fibrosarcoma cell line | HT-1080-NT fibrosarcoma viability, CellTiter-Glo ATP luminescence, 48 h | Potency, µM (series often up to 46.1 µM), without a hit: at the top dose activity, negative = less viability, hits mostly cytotoxic | actives 1.6% (n = 360,000) | AID 686970, 2013;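 further: NT is the 2HG producing partner of a matched IDH1 knockdown line; potency means the concentration at half of the fitted maximal effect; 0% = DMSO-treated cells and -100% = media-only wells without cells; nearly all actives have a fitted effect of over 55% in size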
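Viability of the 2HG-overproducing fibrosarcoma line after 48 hours of compound exposure at 37 degrees C was determined by luminescence with CellTiter-Glo, and concentration-effect curves were then fitted and categorized.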
SW480 rerep = A quantitative high throughput screen for small molecules that induce DNA re-replication in SW480 colon adenocarcinoma cells; SW480 DNA re-replication, Hoechst DNA content imaging, 48 h; Potency, µM (highest dose often 46.1 µM), for inactives: top-dose re-replication activation, hits mostly activators; actives 1.8% (n = 340,000); further: potency means the concentration at half of the fitted maximal effect; % of control where 0% means no effect; nearly all actives have a fitted effect of over 55% in size
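Quantitative HTS format with DMSO vehicle controls; 48 hr drug incubation at 37 C, then 40 min Hoechst staining and scanning imager measurement at 405 nm excitation.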
Starred values were filed as active, the others as inactive; i = inactive; ? = inconclusive; · = not tested or not shown; & = joins results of further samples; [ ] = another dose, or the depositor's remark. Unless noted, the call rests on the fitted dose curve; in most records, active means well fitted curve in the direction sought with a large enough effect; inconclusive means small, poorly fitted or top-dose-only effect, or another doubt; inactive means no such curve, though single readings can be large; an effect the other way counts as inactive or inconclusive. Compounds were not picked by outcome; any-hit rate near 12%.

SMILES	KB-V1 MDR tox	IL-1B inflam inh	GLP-1R agonist	D3 antag	HT1080 IDH1KD tx	DRD3 agonist	KB-3-1 cytotox	HT1080-NT tox	SW480 rerep
COc1ccc(CCC(=O)Nc2nc3ccccc3[nH]2)cc1OC	0%	4	14%	22	0%	0	15%	-1%	-3%
O=C(NCc1ccc2c(c1)OCO2)C1CCCN1C(=O)Nc1ccccc1 (stereo not drawn)	1%	20	-2%	?	13%	-5	-1%	12%	0%
COc1cccc(CNC(=O)CN(C)S(=O)(=O)c2ccc3c(c2)c(=O)n(C)c(=O)n3C)c1	-13%&6%	7	-1%&1%	-13	-5%	-13&6	0%&11%	1%	-6%
Cc1ccc(Cn2ncc3c(N4CCN(C5CCCC5)CC4)ncnc32)cc1	-7%	12	-2%	-17	3%	-17	-8%	4%	9%
CC1(c2ccc(Cl)cc2Cl)NC(=O)N(CC(=O)NC2CCCCC2)C1=O (stereo not drawn)	·	-6	10%	-5	-4%	-16	·	0%	9%
CCOC(=O)C1(C)NC(c2cccc(C)c2)C2C(=O)N(c3ccccc3)C(=O)C21 (stereo not drawn)	-8%	0	0%	4	11%	-11	3%	8%	8%
CSc1ccccc1NC(=O)CN(C)C(=O)CNC(=O)c1ccc(Oc2ccccc2)cc1	?	46	7%	18	6%	4	-8%	5%	·
COP(=O)(OC)c1nc(-c2cccc3ccccc23)oc1NCc1ccccc1	12µM*	-23	13%	3	0%	-6	?	-14%	13µM*
O=C(COc1ccc(Cl)cc1Cl)NC(=S)Nc1ccc(CN2CCOCC2)cc1	23%	-17	-1%	9	-1%	2	21%	8%	0%[9.22 µM]
COc1ccc(C(=O)N2CCN=C2SC)cc1	-5%	10	-1%	1	-4%	2	-1%	0%	-2%

Reformatted field by field: entries from further up.
COc1cccc(CNC(=O)CN(C)S(=O)(=O)c2ccc3c(c2)c(=O)n(C)c(=O)n3C)c1
  KB-V1 MDR tox: -13%&6% | IL-1B inflam inh: 7 | GLP-1R agonist: -1%&1% | D3 antag: -13 | HT1080 IDH1KD tx: -5% | DRD3 agonist: -13&6 | KB-3-1 cytotox: 0%&11% | HT1080-NT tox: 1% | SW480 rerep: -6%
O=C(COc1ccc(Cl)cc1Cl)NC(=S)Nc1ccc(CN2CCOCC2)cc1
  KB-V1 MDR tox: 23% | IL-1B inflam inh: -17 | GLP-1R agonist: -1% | D3 antag: 9 | HT1080 IDH1KD tx: -1% | DRD3 agonist: 2 | KB-3-1 cytotox: 21% | HT1080-NT tox: 8% | SW480 rerep: 0%[9.22 µM]
COc1ccc(C(=O)N2CCN=C2SC)cc1
  KB-V1 MDR tox: -5% | IL-1B inflam inh: 10 | GLP-1R agonist: -1% | D3 antag: 1 | HT1080 IDH1KD tx: -4% | DRD3 agonist: 2 | KB-3-1 cytotox: -1% | HT1080-NT tox: 0% | SW480 rerep: -2%

More records follow.
SMILES	KB-V1 MDR tox	IL-1B inflam inh	GLP-1R agonist	D3 antag	HT1080 IDH1KD tx	DRD3 agonist	KB-3-1 cytotox	HT1080-NT tox	SW480 rerep
C/C(=N\Nc1ccc(C#N)cc1[N+](=O)[O-])c1ccc(O)cc1	-12%	?	12%	-19	-7%	-6	-28%	-7%	11%
Cc1c(C(=O)O)[nH]c2c1C(=O)CC(c1ccc(Cl)cc1)C2 (stereo not drawn)	-6%	15	-4%	3	0%	-4	3%	1%	2%
O=C(C1CC(=O)N(c2ccc(Cl)cc2)C1)N1CCN(Cc2ccc3c(c2)OCO3)CC1 (stereo not drawn)	-5%	2	11%	15	-20%	6	-9%	-19%	-86%[inhibitor]
OCC(O)CSc1nc(-c2ccccc2)nc2c1CCC2 (stereo not drawn)	1%	-3	27%	-2	-12%	15	2%	-11%	-12%
COCCNC(=S)Nc1ccc2[nH]c(=O)[nH]c2c1	1%	1	4%	2	0%	5	30%	0%	-4%
O=C(COc1ccc(-c2ccccc2)cc1)N/N=C/c1cc(O)ccc1Br	?	-95*	-2%	20	?	15	?	-9%	?
Cc1cccc(Cn2c(N3CCN(C)CC3)nc3c2c(=O)n(C)c(=O)n3C)c1	?	-17	16%	20	-21%	0	9%	-13%	-2%
CC1CC(C)CN(Cc2nc3c(c(=O)n(C)c(=O)n3C)n2CCN2CCOCC2)C1 (stereo not drawn)	-15%	3	-7%	14	16%	-3	0%	10%	-5%
C[C@H](CO)N1C[C@H](C)[C@@H](CN(C)C(=O)c2cccnc2)Oc2ncc(Br)cc2C1=O	-9%	6	-4%	24	12%	9	11%	16%	·
COc1ccc(Cl)cc1NC(=O)CN(C)CC(=O)Nc1c(C)n(C)n(-c2ccccc2)c1=O	20%	-23	0%	-7	-26%	1	-26%	3%[9.24 µM]	?

No new results follow: an excerpt of the list.
SMILES	KB-V1 MDR tox	IL-1B inflam inh	GLP-1R agonist	D3 antag	HT1080 IDH1KD tx	DRD3 agonist	KB-3-1 cytotox	HT1080-NT tox	SW480 rerep
COCCNC(=S)Nc1ccc2[nH]c(=O)[nH]c2c1	1%	1	4%	2	0%	5	30%	0%	-4%
O=C(COc1ccc(-c2ccccc2)cc1)N/N=C/c1cc(O)ccc1Br	?	-95*	-2%	20	?	15	?	-9%	?
Cc1cccc(Cn2c(N3CCN(C)CC3)nc3c2c(=O)n(C)c(=O)n3C)c1	?	-17	16%	20	-21%	0	9%	-13%	-2%

(next part)
SMILES	KB-V1 MDR tox	IL-1B inflam inh	GLP-1R agonist	D3 antag	HT1080 IDH1KD tx	DRD3 agonist	KB-3-1 cytotox	HT1080-NT tox	SW480 rerep
COc1ccc(-c2nc(CN3CCC(C(=O)N4CCOCC4)CC3)c(C)o2)c(OC)c1	2%	i	-3%	8	26%	1	?	10%	-6%
O=C1c2cccc3cccc(c23)C(=O)N1OS(=O)(=O)c1ccc(Br)cc1	0%	22	1%	-5	7%	4	1%	6%	-2%
CCOc1ccc(S(=O)(=O)N(CC(=O)Nc2cccnc2)c2ccc(F)cc2)cc1	?	-7	0%	-4	-3%	-5	?	4%	?
Cc1ccc(C(=O)N/C(=C/c2cccs2)C(=O)NCCCn2ccnc2)cc1	10%	22	-23%	-12	5%	1	6%	3%	1%
COc1ccc(O)c(C(=O)c2cnn(-c3ccccc3)c2)c1	16%	10	4%	-16	-20%	9	8%	?	2%
CCc1nc2nc(C)c(NS(=O)(=O)c3ccc(Cl)s3)c(=O)n2[nH]1	-6%	42	0%	9	7%	4	?	-1%	15%
OC(CNCc1ccncc1)c1ccccc1 (stereo not drawn)	22%	5	-2%	-18	2%	-12	-6%	-1%	-6%
O=C(COc1ccc(Cl)cc1Cl)N/N=C/CCc1ccccc1	2%	-3	10%	-55*	-20%	-2	-10%	-5%	-2%
COc1ccc(NC(=O)CSc2nnc(Cc3cccs3)n2C)cc1	2%	15	8%	-3	-8%	-2	-16%	-12%	-457%[inhibitor]
CCOC(=O)N1CCN(C(=O)c2ccc3c(c2)N(Cc2ccc(F)cc2)CCS3)CC1	?	21	-5%	9	-9%	10	?	-8%	0%
Cc1nccn1CC(O)COc1ccc(Cl)cc1Cl (stereo not drawn)	-8%	-3	7%	6	-21%	-5	-9%	?	-2%
CCOC(=O)C1(Cc2ccccc2C)CCCN(C(=O)c2sccc2C)C1 (stereo not drawn)	?	1	4%	6	0%	-16	-17%	2%	?
CCc1nc(N)c(C#N)c(-c2cccnc2)c1C	14%	20	1%	22	-3%	2	2%	-1%	1%
CCCCNC(=S)N/N=C/c1ccc(C#N)cc1	-10%	19	20%	?	10%	3	2%	16%	20%
Cc1ccc(-c2noc(CCCC(=O)NC3CCCCC3)n2)cc1	16µM*	12	10%	4	-11%	-2	?	-14%	2%
CCN1C(=O)CC(N2CCN(CC(=O)NC(C)C)CC2)C1=O (stereo not drawn)	25%	0	2%	5	-7%	2	-11%	5%[9.24 µM]	-3%
Cc1ccc(CC2SC(N=C(N)N)=NC2=O)cc1 (stereo not drawn)	-1%	-9	8%	?	3%	-13	17%	-1%	1%
COc1ccc(/C=N\NC(=O)c2ccc(Cn3cc(Br)c([N+](=O)[O-])n3)o2)c(OC)c1C	9%	5	9%	-3	0%	3	6%	9%	4%
CCCCc1nnc(NC(=O)CSc2nc(O)c(Cc3ccccc3)c(=O)[nH]2)s1	9%	10	3%	-15	-1%	-9	-3%	4%	-2%
Cc1cc(C)c2c(c1)cc(C)c1nnc(SCC(=O)Nc3ccccc3N3CCOCC3)n12	-11%	-14	21%	-1	-1%	-4	0%	-1%	-2%
CCCc1cc(C(=O)Nc2nnc(C)s2)cs1	-15%	-12	-14%	21	6%	7	-1%	6%	-9%
COc1ccc(-c2csc(C(C)(O)c3ccncc3)n2)cc1OC (stereo not drawn)	?	22	30%	11	-27%	-3	?	-10%	·
CC(C)c1ccc(NC2CCCN(C(=O)c3cccc4nccnc34)C2)cc1 (stereo not drawn)	-8%	30	-1%	-28	-15%	-2	0%	-7%	12%
CN(C)CCCN=c1cc(-c2ccccc2)oc2ccc(Cl)cc12	?	-50*	-2%	-6	-11%	-10	?	0%	5%
